V-ATPase pH: yeast V-ATPase proton transport regulation by pHLuorin | S. cerevisiae, pHLuorin cytosolic pH fluorescence | AID 504577 | 350,000 compounds, 0.37% hits | response, % at 10 µM; in the data active = response mostly above about 7.3%, no sharp cut-off; inactive = mostly below about 5.4%; note: actives read high; inactives centre near 0; some compounds called inactive have numbers as strong as hits; reference of the scale not given here
cardiac RTF act: cardiac RTF calcium sensitization; P19429+P45379; IANBD-labeled TnC RTF fluorescence at EC20 calcium; 0% EC20 calcium, 100% full calcium; activation, % at 7.2 µM; 340,000 compounds, 0.24% hits;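 active = activation above the mean over all tested compounds plus 3 SD, cut at about 30% in these data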;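 note: rise in fluorescence read as greater calcium sensitivity of cardiac thin filaments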
RTF Ca sens inh: cardiac RTF calcium desensitization; 340,000 compounds, 0.12% hits; IANBD-labeled cardiac RTF, Ca2+ fluorescence; inhibition, % at 7.15 µM; AID 493244; P19429+P45379;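 active = inhibition above the mean inhibition of all tested compounds plus 3 SD, cut at about 17% in these data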;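 note: assay run at fixed EC70 calcium of 1.6 mM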
MOR-DOR inv ag: inverse agonist of human OPRM1-OPRD1 heterodimerization. P35372+P41143. cell-based MOR-DOR heterodimer luminescence, inverse agonism. inhibition, % at 9.3 µM. 340,000 compounds, 0.21% hits; in the data active = inhibition above about 22%, passing the limit was not always enough;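 note: 0% = cells with DMSO and 100% = wells without cells with DMSO; values of inactives mirror those of a sister screen read the other way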
Target sequence (P35372 whole entry, looked up): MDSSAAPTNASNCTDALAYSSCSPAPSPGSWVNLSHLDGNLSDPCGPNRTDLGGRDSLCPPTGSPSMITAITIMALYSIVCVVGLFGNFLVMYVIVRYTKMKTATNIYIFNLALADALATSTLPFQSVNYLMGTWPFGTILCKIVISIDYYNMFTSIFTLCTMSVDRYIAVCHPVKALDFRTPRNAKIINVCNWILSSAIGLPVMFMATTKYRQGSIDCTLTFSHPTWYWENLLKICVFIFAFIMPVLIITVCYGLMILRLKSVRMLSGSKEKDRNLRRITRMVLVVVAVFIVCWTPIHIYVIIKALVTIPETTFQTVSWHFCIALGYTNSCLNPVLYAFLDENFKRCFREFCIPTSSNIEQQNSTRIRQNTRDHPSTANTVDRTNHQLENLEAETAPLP
Target sequence (P41143 whole entry, looked up): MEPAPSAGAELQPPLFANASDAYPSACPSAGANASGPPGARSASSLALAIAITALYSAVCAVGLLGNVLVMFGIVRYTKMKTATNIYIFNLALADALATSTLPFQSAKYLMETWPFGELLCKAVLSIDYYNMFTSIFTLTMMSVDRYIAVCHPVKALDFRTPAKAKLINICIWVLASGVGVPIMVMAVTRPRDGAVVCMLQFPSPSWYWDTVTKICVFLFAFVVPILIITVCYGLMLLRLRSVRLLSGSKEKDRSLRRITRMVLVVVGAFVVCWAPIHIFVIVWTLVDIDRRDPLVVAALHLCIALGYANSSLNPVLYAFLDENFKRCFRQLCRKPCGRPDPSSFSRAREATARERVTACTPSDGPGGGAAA
Wnt act: activators of Wnt/beta-catenin signaling. AID 743398. Wnt/beta-catenin reporter cell assay, activator, plate reader. activation, % at 9.35 µM. 300,000 compounds, 1.2% hits; in the data active = activation above about 30%, passing the limit was not always enough;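 note: 0% = neutral control wells and 100% = positive control wells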
Arrestin-AP2 inh: inhibitors of human beta-arrestin and AP2 interaction. FITC-arrestin peptide / GST-AP2 beads, flow cytometry; AP2 beta2 appendage carries R879A mutation. inhibition, % at 10 µM. 340,000 compounds, 0.31% hits;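 active = inhibition above a set limit, near 3 SD of compounds lacking own fluorescence, cut at about 54% in these data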;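 note: plate controls were DMSO wells for no effect and 5 µM unlabelled arrestin peptide for full effect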
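Measured by: flow cytometry, FL1 (488/535 nm); Material: AP2 appendage R879A on GSH beads; Evaluation: percent response; Timing: pre-incubation 12 min, peptide binding 1 h, room temperature; Also added: 50 nM FITC-arrestin peptide; Medium: PBS with 0.05% Tween 20 and 0.1% BSA.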
Keap1 Nrf2 FP: inhibitors of human Keap1-Nrf2 protein-protein interaction; 340,000 compounds, 0.15% hits; AID 504523; inhibition, % at 9.4 µM; Keap1 Kelch-Nrf2 peptide fluorescence polarization, 1536-well; Q14145; in the data active = inhibition above about 12%;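 note: human Keap1 Kelch domain with fluorescein labeled Nrf2 9mer peptide probe; 0% = neutral control wells and 100% = peptide positive control; higher means more block of Keap1 binding to Nrf2 peptide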
DSG3 Ab inh: blocks pemphigus antibody binding to human desmoglein-3; P32926; DSG3-coupled beads, scFv-anti-DSG3-GFP binding, flow cytometry; active compounds read low; binding (percent of control), % at 10 µM; 310,000 compounds, 0.48% hits; AID 588358;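 active = binding more than 3 SD below its plate's average and above zero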;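 note: hits lower antibody fragment binding to DSG3; some compounds called inactive have numbers as strong as hits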
MOR-DOR ag: OPRM1-OPRD1 heterodimerization agonism | activation, % at 9.3 µM | 340,000 compounds, 0.3% hits | cells, luminescence | AID 504326 | P35372+P41143; in the data active = activation above about 18%;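 note: 0% = vehicle-treated cells and 100% = reference agonist; values of inactives mirror those of a sister screen read the other way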
LANA DNA inh: inhibitors of KSHV LANA C-terminal domain DNA binding | inhibition, % at 9 µM | MBP-C-LANA/FAM-LBS DNA binding, fluorescence polarization | 340,000 compounds, 0.078% hits;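 active = highest replicate inhibition at or above 60% at 9 µM, even if other replicates fall short; inactive = all replicates below 60% inhibition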;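 note: 0% = neutral control wells and 100% = 4 µM acridine orange control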
An asterisk follows results filed as active; nt = not tested or not shown.

nr | Compound | MOR-DOR inv ag | LANA DNA inh | DSG3 Ab inh | Wnt act | RTF Ca sens inh | Arrestin-AP2 inh | cardiac RTF act | MOR-DOR ag | V-ATPase pH | Keap1 Nrf2 FP
1 | CCOc1ccccc1N1Cc2cc(C)c(C)cc2C1 | -2 | 0.0 | 103 | 4 | -2 | 3 | -4 | 0.3 | -3 | 1
2 | CCC(=O)Nc1ccc2nc(C3CC3)n(Cc3ccc(C(C)(C)C)cc3)c(=O)c2c1 | -12 | 0.1 | 104 | 19 | 0 | 10 | 0 | 2.4 | -1 | 0
3 | CC(C)Oc1nc(-c2ccccc2Cl)nc2ccccc12 | -20 | -1.0 | 113 | -1 | -3 | -1 | 0 | 3.7 | 12 | 4
4 | O=C(CSc1nc2scc(-c3ccccc3)c2c(=O)[nH]1)NCCc1ccccc1 | 16 | -1.6 | 103 | 1 | -2 | -9 | -4 | -3.0 | -1 | -4
5 | Cn1c(=O)c([N+](=O)[O-])c(NCc2ccccc2)c2ccccc21 | 5 | -0.1 | 107 | nt | 0 | 14 | -6 | -0.8 | 0 | -4
6 | CCN(CC(=O)Nc1c(F)cccc1F)C(=O)CNC(=O)c1ccc(C)s1 | 4 | -2.6 | 117 | -2 | -3 | 29 | -1 | -0.8 | 1 | 0
7 | CCOC(=O)N=S(N)(=O)c1ccc(Cl)cc1 (centres undefined) | 4 | 0.9 | 87 | 0 | -12 | 17 | 6 | -0.6 | 1 | -2
8 | Cc1cc(C)c(NC(=O)C2CCCN2CCOC(=O)c2cccc([N+](=O)[O-])c2)c(C)c1 (centres undefined) | -7 | -0.7 | 103 | -3 | 1 | nt | 2 | 1.5 | -3 | 1
9 | Cc1ccc(C)n1-c1ncn[nH]1 | 18 | 1.1 | nt | -4 | 1 | -10 | 15 | -3.1 | 3 | -5
10 | Cc1ccc2nc(NC(=O)C3CCN(S(=O)(=O)c4cc([N+](=O)[O-])ccc4Cl)CC3)sc2c1 | -51 | 3.4 | 96 | 2 | 2 | 2 | -3 | 8.5 | -4 | -4
11 | COc1ccc(NC(=O)Cn2cnc3c(cnn3C(C)(C)C)c2=O)cc1OC | 13 | 0.2 | nt | -4 | -4 | -6 | 1 | -2.7 | 0 | -5
12 | O=C(NC1CCN(Cc2ccccc2)CC1)C1CCCN(c2nnc(-n3cccc3)s2)C1 (centres undefined) | 2 | 1.8 | 127 | 26 | -1 | 5 | 4 | -0.4 | 3 | -1
13 | Cc1cccn2c(=O)nc(SCC(=O)NCc3ccc4c(c3)OCO4)nc12 | 5 | -0.6 | 98 | 0 | -15 | 29 | 5 | -0.8 | 2 | 0
14 | CC1CCCCN1C(=O)CSc1nnc(-c2c[nH]c3ccccc23)o1 (centres undefined) | 30 | -2.7 | 122 | nt | 2 | -9 | 3 | -6.5 | -2 | -1
15 | CN1C(=O)S/C(=C/c2ccc(OCc3cccc(C(=O)O)c3)cc2)C1=O | 10 | 3.0 | 106 | 45* | -5 | 3 | -3 | -2.0 | -1 | -2
16 | CCOc1ccc2c(c1)cc(CN(C(=O)CC)C1CCCCC1)c1nnnn12 | -3 | 1.4 | 99 | nt | -1 | -3 | -1 | 0.4 | 2 | -2
17 | COc1ccc(/C=C/C(=O)c2c(C)cc(C)[nH]c2=O)c2ccccc12 | -4 | -0.5 | 104 | -2 | -5 | 25 | 5 | 0.7 | -2 | -2
18 | COc1ccccc1-c1cc(C(=O)Nc2ccc(F)cc2F)no1 | -17 | 0.2 | 97 | -1 | -1 | -4 | 4 | 3.3 | 3 | -3
19 | Cc1cc(-c2ccc(S(=O)(=O)N3CCN(c4ccc(F)cc4)CC3)s2)on1 | -10 | -1.1 | nt | 1 | -4 | -1 | -3 | 1.9 | -2 | -3
20 | C/C(=N\NC(=O)c1cccnc1)c1ccc(Br)cc1 | 7 | 0.1 | 93 | 1 | 4 | -16 | 3 | -1.5 | -2 | -4
21 | CN(C)S(=O)(=O)c1ccc(C(=O)NC(=O)CSc2nncs2)cc1 | 9 | -2.1 | 97 | 1 | 5 | -23 | 0 | -2.2 | 2 | -1
22 | C[C@H](NC(=O)c1nc[nH]c1C(=O)OCc1ccccc1)c1ccccc1 | 2 | -1.4 | 116 | 4 | 5 | -13 | 4 | -0.3 | 0 | -5
23 | COc1cc(OC)c(NC(=O)CCCn2c(=O)oc3ccccc32)cc1Cl | 4 | -0.2 | nt | nt | 5 | 2 | 3 | -0.8 | 3 | 1
24 | COc1ccc(/C=N/n2c(SC)nnc(C(C)(C)C)c2=O)cc1OC | 5 | -0.7 | 107 | 3 | 0 | -5 | -5 | -1.3 | -1 | 1
25 | CCN(CC)C(=O)c1ccc(C(=O)c2ccccc2)cc1 | 12 | -2.1 | 98 | -1 | 9 | -5 | -2 | -2.1 | -1 | 0
26 | O=C(/C=C/c1ccccc1)N/C(=C\c1ccco1)C(=O)O | 3 | 1.0 | 96 | 0 | 0 | -10 | -2 | -0.6 | -5 | 2
27 | COc1ccc(-n2nc(C(=O)NCC(=O)NCCC3=CCCCC3)c3ccccc3c2=O)cc1OC | 5 | 0.2 | nt | -4 | -6 | 7 | 3 | -0.6 | -1 | 4
28 | CC(Oc1nc2c(c(=O)n(C)c(=O)n2C)n1C)C1CCCCC1 (centres undefined) | -12 | -8.1 | 106 | -2 | 1 | -11 | -9 | 2.8 | 2 | -7
29 | C/C(=N\NC(=O)CSCc1cccc(Br)c1)c1ccc([N+](=O)[O-])cc1 | -13 | -1.6 | nt | nt | -2 | 33 | -1 | 2.1 | 3 | 4
30 | Cc1cc(C)n(CC(O)Cn2c3ccccc3c3ccccc32)c(=O)n1 (centres undefined) | -3 | -0.5 | 95 | nt | 8 | -9 | -9 | 0.6 | 2 | 1
31 | CN(C=[N+](C)C)c1cccc2c1C(=O)c1ccccc1C2=O | -13 | 8.2 | 103 | nt | -16 | 19 | 15 | 2.5 | -1 | 4
32 | O=C(NCCN1CCN(c2ccccc2)CC1)Nc1ccccc1Br | 5 | 2.0 | 90 | 1 | -2 | -17 | -1 | -0.9 | -1 | -1
33 | Cc1nc(-c2cccs2)sc1C(=O)NN | 3 | -0.3 | 112 | -1 | -7 | -5 | 2 | -0.6 | -2 | -2
34 | CCCCCCSc1ccc([C@H]2N[C@@](CC(C)C)(C(=O)OC)[C@H]3C(=O)N(C)C(=O)[C@@H]23)cc1 | -9 | 2.3 | 100 | -3 | 2 | 19 | 0 | 1.5 | 8 | -1
35 | COc1ccccc1NC(=O)CSc1nc(N)cc(N)n1 | 0 | 0.4 | 99 | nt | -5 | -14 | -3 | -0.1 | 0 | 0
36 | Cc1ccc(S(=O)(=O)NNC(=O)c2cccc(O)c2)cc1 | 3 | 0.5 | 107 | 0 | -9 | -3 | -6 | -0.4 | 2 | -5
37 | CC1(C(=O)Nc2ccccc2)Cc2ccccc2C(=O)O1 (centres undefined) | 5 | -1.5 | nt | -2 | -12 | 16 | 2 | -1.0 | -1 | -3
38 | COC(=O)c1ccc(-n2nnnc2SCc2nn[nH]n2)cc1 | 6 | -1.0 | 109 | -2 | -10 | 15 | 11 | -1.1 | -2 | -6
39 | CCOC(=O)Cc1nnc(NC(=O)CCc2ccccc2)s1 | 17 | 2.0 | 97 | 0 | 3 | 7 | 1 | -3.0 | -3 | 5
40 | CCOC(=O)N1CCN(c2nc(-c3cccs3)nc3ccccc23)CC1 | -34 | 0.3 | 95 | -2 | 14 | -4 | -3 | 4.9 | -3 | -1
41 | COc1ccc(OC)c(CCNC(=O)CCn2nc(C)c3c(C)n(-c4ccccc4)nc3c2=O)c1 | 12 | -1.5 | 99 | 1 | -8 | -7 | 2 | -2.5 | -2 | 2
42 | CC1CCN(c2nc3c(=O)[nH]c(N)nc3n2[C@@H]2O[C@H](CO)[C@@H](O)[C@H]2O)CC1 | 9 | -0.7 | 89 | 2 | -5 | 6 | -5 | -1.8 | 1 | -3
43 | O=C(NCCc1ccccc1Cl)C1CCN(S(=O)(=O)c2cccs2)CC1 | -3 | 0.7 | 127 | -6 | -13 | 9 | 0 | 0.6 | 3 | 4
44 | COc1cc(/C=C(\C(=O)O)c2ccc(S(=O)(=O)N3CCCC3)s2)ccc1OCCC(C)C | 0 | 6.8 | 107 | -2 | -3 | 5 | 0 | 0.0 | 1 | -3
45 | CC(=O)Nc1ccc(S(=O)(=O)Nc2nc3c(s2)CCCC3)cc1 | 6 | 0.8 | 99 | nt | -3 | 3 | -1 | -1.1 | -1 | -4
46 | COc1cccc(N2CCN(c3ccc([N+](=O)[O-])cn3)CC2)c1 | -20 | 4.9 | 89 | -2 | -11 | 3 | 1 | 4.5 | 2 | 0
47 | O=c1cc(NCc2ccc3c(c2)OCO3)[nH]c(=O)n1-c1ccc(Cl)cc1 | 5 | -1.5 | 101 | -2 | 1 | -5 | 5 | -0.9 | -3 | -4
48 | O=C(Nc1ccc(Br)cc1)c1cc(-c2ccncc2)nc2ccccc12 | -43 | -3.6 | 108 | -14 | -6 | 3 | 0 | 8.3 | 2 | -1
49 | CCOc1cc(C(C(=O)NCC2CCCO2)N(C(=O)Cn2nnc3ccccc32)c2ccccc2C(C)=O)ccc1O (centres undefined) | -7 | 1.0 | nt | -2 | -46 | 2 | -2 | 0.9 | -1 | -3
50 | Cc1nn(C)cc1C(=O)NNC(=S)Nc1ccc(Cl)cc1 | 10 | 2.9 | 99 | 4 | -1 | 6 | -1 | -1.7 | 8 | 5
51 | CCOC(=O)Cn1cncc1-c1ccc([N+](=O)[O-])cc1 | 6 | -0.7 | 100 | nt | 0 | -3 | 1 | -1.0 | -2 | 3
52 | O=C(N/N=C1\C(=O)c2cccc3cccc1c23)c1ccc(O)cc1 | 3 | 4.8 | 91 | 4 | 2 | -5 | 1 | -0.6 | -3 | 1
53 | Cc1cc(C)cc(N(C(=O)c2csnn2)C(C(=O)NC2CCCC2)c2ccccn2)c1 (centres undefined) | -3 | -0.2 | 103 | -3 | 10 | -3 | 4 | 0.4 | 10 | -4
54 | CCOC(=O)c1c(C)c(C(=O)Nc2ccc3c(c2)OCCO3)c(C)n1C | 12 | 0.4 | nt | nt | -10 | 1 | 0 | -2.2 | -1 | -8
55 | O=C(CNC(=O)c1cccc(OC(F)F)c1)OCC(=O)c1ccccc1 | 12 | -0.2 | 115 | 0 | -13 | 15 | 4 | -2.5 | -2 | -5
56 | Cc1ccc(CC(=O)Nc2nc3ccccc3s2)cc1 | -13 | -3.7 | nt | nt | 3 | -1 | -1 | 2.6 | 3 | 3
57 | N#Cc1c(NC(=O)CN2C(=O)c3ccccc3C2=O)oc(-c2ccccc2)c1-c1ccccc1 | 4 | 2.0 | 97 | -3 | -9 | -8 | 11 | -0.7 | 2 | 3
58 | Cc1ccc(C2=NN(C(=O)CSc3nc(N)cc(N)n3)C(c3ccco3)C2)cc1 (centres undefined) | 0 | -0.6 | 96 | -4 | -8 | -12 | 0 | -0.1 | 1 | -2

Source: PubChem (several laboratories)
